High-throughput results (PubChem)
p97 ATPase inh = inhibitors of human p97 ATPase. P55072. actives 0.42% (n = 220,000). recombinant p97 ATPase, Kinase-Glo ATP luminescence, 3 h. AID 1481. inhibition, % at 8 µM; in the data active means inhibition above about 15%;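 further: 0% = DMSO vehicle and 100% = wells lacking enzyme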
Hck-Nef inh = inhibitors of human Hck kinase activated by Nef; actives 0.68% (n = 220,000); P08631; inhibition, % at 20 µM; Recombinant Hck-YEEI plus Nef, Z-Lyte FRET kinase assay;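 active means Hck-Nef kinase inhibition above about 50%, limit read from the data; inactive means inhibition below that limit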;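 further: 0% = DMSO with Hck plus Nef and 100% = Hck alone without Nef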
NPY1 pot ag = human NPY-Y1 potentiation or agonism, primary screen; P25929; NPY-Y1 expressing cells, potentiator/agonist activation; activation, % at 3.6 µM; actives 0.37% (n = 220,000); in the data active means activation above about 33%, passing the limit was not always enough;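 further: cells stimulated with NPY at EC10 then isoproterenol at EC100; 0% = low agonist plus stimulus and 100% = saturating agonist plus stimulus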
Target sequence (P25929 whole entry, looked up): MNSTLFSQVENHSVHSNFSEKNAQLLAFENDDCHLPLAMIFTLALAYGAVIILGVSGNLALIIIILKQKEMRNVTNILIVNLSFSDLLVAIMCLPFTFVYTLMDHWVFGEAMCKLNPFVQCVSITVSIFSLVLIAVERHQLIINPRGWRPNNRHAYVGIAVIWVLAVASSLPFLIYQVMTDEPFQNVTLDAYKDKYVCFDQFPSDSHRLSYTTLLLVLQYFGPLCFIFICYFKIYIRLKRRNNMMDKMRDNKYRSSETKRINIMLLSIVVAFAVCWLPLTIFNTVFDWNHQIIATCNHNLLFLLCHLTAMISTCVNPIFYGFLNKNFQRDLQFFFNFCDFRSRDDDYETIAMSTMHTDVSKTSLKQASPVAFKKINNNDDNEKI
MDM2 E3 inh = Mdm2 E3 ligase (human) inhibition; cell-based MDM2 ubiquitination luciferase reporter, 2 h; 0 = plate control, 100 = twice control, blank-subtracted; AID 1230; Q00987; actives 0.11% (n = 210,000); signal enhancement, % at 5 µM;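 active means signal enhancement of 30% or more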;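 further: luminescence tracks abundance of the self-degrading MDM2-luciferase fusion protein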
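system = mammalian cells stably expressing self-ubiquitinating, self-degrading MDM2 E3–luciferase fusion | quantity = 2000 cells per well seeded | incubation = 4 h cell settling then 2 h compound exposure, 37 °C | signal = SteadyLite luminescence, 15 min reagent step | benchmarks = plate control and blank wells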
Runt-SMMHC FRET = Runt domain-CBFb-SMMHC interaction inhibition; actives 0.74% (n = 220,000); AID 1434; Cerulean-Runt/Venus-CBFb-SMMHC FRET ratio 530/480, 1 h; Q01196+Q13951; inhibition, % at 20 µM;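 active means mean inhibition across duplicate retests at 20 µM reaching about 50%, limit read from the data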;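 further: 0% = DMSO wells and 100% = wells with excess untagged CBFb-SMMHC; inhibitors lower the FRET ratio by blocking Runt binding to CBFb-SMMHC; some results filed as inactive read as strong as hits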
Target sequence (Q01196 whole entry, looked up, the tested form may be a part): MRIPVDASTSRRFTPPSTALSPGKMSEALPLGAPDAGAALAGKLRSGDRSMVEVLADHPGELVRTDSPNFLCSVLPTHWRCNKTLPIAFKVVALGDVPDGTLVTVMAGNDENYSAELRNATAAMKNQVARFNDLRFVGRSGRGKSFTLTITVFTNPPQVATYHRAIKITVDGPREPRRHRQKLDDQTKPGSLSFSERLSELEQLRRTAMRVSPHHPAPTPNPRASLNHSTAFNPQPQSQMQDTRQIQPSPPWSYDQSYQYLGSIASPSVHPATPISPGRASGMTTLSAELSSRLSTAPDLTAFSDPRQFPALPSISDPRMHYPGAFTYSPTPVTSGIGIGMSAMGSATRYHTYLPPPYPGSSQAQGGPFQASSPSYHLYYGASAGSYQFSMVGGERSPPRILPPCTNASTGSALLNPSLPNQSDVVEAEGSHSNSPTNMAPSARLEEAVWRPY
Target sequence (Q13951 whole entry, looked up, the tested form may be a part): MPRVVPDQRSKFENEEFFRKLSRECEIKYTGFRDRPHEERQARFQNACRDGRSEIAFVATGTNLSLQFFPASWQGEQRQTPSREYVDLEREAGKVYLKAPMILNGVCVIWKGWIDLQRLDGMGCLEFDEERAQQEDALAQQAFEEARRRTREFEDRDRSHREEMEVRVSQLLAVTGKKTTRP
NPY Y1 blocker = NPY-Y1 (human) receptor antagonism; P25929; HEK293-CNG Y1 cells, membrane potential fluorescence; NPY at EC95, then isoproterenol; inhibition, % at 3.6 µM; actives 1% (n = 200,000); AID 1040;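 active means inhibition above the campaign mean inhibition of all tested compounds plus 3 SD, cut at about 20% in these data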;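 further: 0% = DMSO wells given NPY plus isoproterenol and 100% = isoproterenol alone without NPY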
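Benchmarks – high control isoproterenol alone, low control NPY with isoproterenol · Material – HEK293 Y1/CNG channel cell line · Times – dye 3 h, compound 60 min room temperature, stimulation 45 min · Probe or stimulus – NPY (25 nM), isoproterenol (1 µM), Ro 20-1724 (25 µM) · Evaluation – % inhibition of NPY effect · Signal – fluorescence, membrane potential probe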
Runt-CBFb FRET = inhibitors of human RUNX1 Runt domain binding to CBFb; Q01196+Q13951; Cerulean-Runt/Venus-CBFb FRET ratio 530/480, 1 h; inhibition, % at 20 µM; actives 0.46% (n = 220,000); AID 1496;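 active means inhibition over about 50% at 20 µM in the single-dose screen, limit read from the data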;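 further: 0% = DMSO wells and 100% = excess unlabeled CBFb competitor control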
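Assay system: Cerulean-Runt domain fusion protein, energy donor; Signal: fluorescence energy transfer, 422 nm excitation, 530/480 nm emission; Timing: 1 h compound exposure, room temperature; Control set: unlabeled CBFb; Medium: Tris buffer pH 7.5 with salts and BSA; Compound: single test concentration of 20 µM, 1% DMSO final; Probe or stimulus: Venus-CBFb 100 nM.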
RBBP9 inh = blocks human serine hydrolase RBBP9 | O75884 | recombinant RBBP9, FP-Rh probe fluorescence polarization | inhibition, % at 7.94 µM | actives 0.2% (n = 220,000) | AID 1515;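 active means inhibition above the campaign mean of all tested compounds plus 3 SD, cut at about 14% in these data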;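 further: plate controls were DMSO wells with RBBP9 for no effect and wells lacking RBBP9 protein for full effect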
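Material: RBBP9 protein. Amount: RBBP9 at 2.5 µM in dispensed solution, before mixing. Schedule: 30 min then 45 min, 25 °C. Medium: Tris buffer pH 8.0, NaCl, Pluronic. Measured by: fluorescence polarization. Measure: percent inhibition from mP, scaled between DMSO and no-protein wells. Replication: one well per compound.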
NPY-Y2 PAM-ag = potentiators or agonists of human neuropeptide Y receptor Y2 | P49146 | cells expressing NPY-Y2, potentiator/agonist read-out | activation, % at 3.6 µM | actives 0.45% (n = 220,000) | AID 1359; in the data active means activation above about 27%;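 further: cells stimulated with NPY near EC25 plus isoproterenol at EC100; 0% = vehicle plus submaximal agonist and 100% = vehicle plus saturating agonist; some results beyond the cut were filed as inactive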
* marks the source's active call; other numbers are inactive results; x = not tested or not shown. The order is random; overall some 3.5% were active at least once.

cpd | smiles | p97 ATPase inh | Hck-Nef inh | NPY1 pot ag | MDM2 E3 inh | Runt-SMMHC FRET
1 | COC(=O)c1cc2sc(Cl)cc2n1CC(=O)Nc1cccc(SC)c1 | -8 | 0 | 8 | 7 | 6
2 | CC(C)(C)c1cc(Cc2ccccc2)[nH]n1 | -1 | -5 | 2 | 0 | 1
3 | O=C(Cn1ccc2ccccc2c1=O)NCCC(=O)N1CCN(C(=O)c2ccco2)CC1 | 4 | 2 | 6 | x | x
4 | CCOC(=O)c1c(NC(=O)CN2CCCCC2)sc2c1CCC(C=O)=C2Cl | 2 | 9 | 8 | -5 | -74
5 | CCOC(=O)c1nc(N)c(=O)n(-c2ccccc2)n1 | 5 | 1 | 4 | 4 | -5
6 | O=S(=O)(c1ccc(Cl)cc1)N1CCCN(c2ccc(C(F)(F)F)cn2)CC1 | 1 | -22 | 25 | -15 | -5
7 | O=C(N/N=C\c1cc(Br)c(Br)o1)C1COc2ccccc2O1 (centres undefined) | 5 | 9 | -25 | -5 | -1
8 | COc1cc(C(=O)Nc2ccccc2N2CCOCC2)ccc1OCc1c(C)noc1C | 0 | 1 | 2 | 5 | -2
9 | Oc1cccc(C2c3[nH]c4ccccc4c3CCN2Cc2ccc3c(c2)CCO3)c1 (centres undefined) | 4 | 18 | -4 | 6 | 2
10 | O=C(Nc1nnc(C(F)(F)F)s1)c1cccnc1 | 1 | 15 | -2 | -12 | -5

cpd | NPY Y1 blocker | Runt-CBFb FRET | RBBP9 inh | NPY-Y2 PAM-ag
1 | 9 | 0 | -11 | -14
2 | 0 | -2 | 5 | 1
3 | 1 | x | -2 | 1
4 | 3 | -7 | -2 | 18
5 | -1 | -1 | 8 | 1
6 | x | -2 | 5 | -11
7 | x | 3 | -2 | 3
8 | 4 | -4 | -8 | 2
9 | -1 | 2 | -1 | 6
10 | 6 | -2 | -3 | -2

Continuation.
cpd | smiles | p97 ATPase inh | Hck-Nef inh | NPY1 pot ag | MDM2 E3 inh | Runt-SMMHC FRET
11 | CCOc1ccc2c(c1)N(C(=O)CN1C(=O)CCC1=O)C(C)(C)C=C2C | 0 | 0 | -8 | -9 | 3
12 | CC(C)CN(C(=O)c1cc2ccccc2o1)c1c(N)n(CC(C)C)c(=O)[nH]c1=O | 5 | 3 | -8 | -21 | 1
13 | O=S(=O)(NCCSCc1ccc(Cl)c(Cl)c1)c1ccc2c(c1)OCCO2 | -3 | 1 | -35 | x | x
14 | C/C=C/c1c(F)c(F)c(Oc2ccc(C(=O)O)cc2)c(F)c1F | -1 | 3 | 10 | 7 | 1
15 | COc1cc(SC)ccc1C(=O)NCCCOC(C)C | 0 | 0 | 2 | -1 | -2
16 | O=C(CC1C(=O)NCCN1Cc1cccc(Oc2ccccc2)c1)NCC1CCOCC1 (centres undefined) | 4 | 15 | 24 | 10 | -15
17 | CC(C)CCc1noc(CN(CC2CCC2)CC2CCCO2)n1 (centres undefined) | -6 | 13 | -24 | -15 | -4
18 | COc1ccc(C(=O)Nc2c(C)csc2C(=O)O)cc1 | 3 | 3 | -14 | -36 | -2
19 | COC(=O)c1cc(C)sc1NC(=S)N1CCN(CCc2ccccc2)CC1 | -1 | 6 | 9 | -16 | 2
20 | O=C(Nc1cc(S(=O)(=O)N2CCOCC2)ccc1N1CCOCC1)c1cnccn1 | 7 | 2 | -15 | -10 | 4

cpd | NPY Y1 blocker | Runt-CBFb FRET | RBBP9 inh | NPY-Y2 PAM-ag
11 | 14 | 0 | -1 | 2
12 | -1 | 0 | -7 | -16
13 | 1 | x | -2 | -17
14 | -1 | 0 | 0 | 11
15 | -5 | -1 | 2 | 11
16 | 6 | -1 | -2 | 5
17 | x | -3 | -3 | -6
18 | -5 | 0 | 3 | -13
19 | -2 | -1 | 1 | 0
20 | -4 | -2 | -7 | -4

Part of the list above, limited to NPY-Y2 PAM-ag, Runt-CBFb FRET and Runt-SMMHC FRET:
# | SMILES | NPY-Y2 PAM-ag | Runt-CBFb FRET | Runt-SMMHC FRET
19 | COC(=O)c1cc(C)sc1NC(=S)N1CCN(CCc2ccccc2)CC1 | 0 | -1 | 2
8 | COc1cc(C(=O)Nc2ccccc2N2CCOCC2)ccc1OCc1c(C)noc1C | 2 | -4 | -2
2 | CC(C)(C)c1cc(Cc2ccccc2)[nH]n1 | 1 | -2 | 1

Going on with the list:
cpd | smiles | p97 ATPase inh | Hck-Nef inh | NPY1 pot ag | MDM2 E3 inh | Runt-SMMHC FRET
21 | Cc1cc(C)c2c(=O)[nH]n(C3CCCCCC3)c2n1 | 6 | 13 | 9 | -5 | 3
22 | CCN1CCN(c2cc(C)c3cc(NC(=S)N4CC(C)CC(C)C4)ccc3n2)CC1 (centres undefined) | 4 | 0 | 23 | -8 | 4
23 | Cn1c(=O)oc2cc(C(=O)c3ccccc3)ccc21 | 2 | 5 | -16 | -18 | 3
24 | COC(=O)CCC(=O)NNC(=O)c1ccc(Br)cc1 | 3 | 0 | -20 | -1 | -7
25 | CNC(=O)C1=C(C)NC(=S)NC1c1cccs1 (centres undefined) | 3 | 2 | -6 | -3 | -2
26 | Cn1c(NC(=O)CCC2CCCCC2)cc(=O)n(C)c1=O | -2 | 0 | 3 | -11 | 0
27 | Cc1noc(C)c1CSc1ncnc2sc3c(c12)CCC3 | 3 | 0 | -14 | -8 | -1
28 | Cc1cccc(NC(=S)NCc2ccc(F)cc2)c1 | 3 | 4 | -10 | -6 | -1
29 | CCn1c2ccccc2c2cc(NC(=O)COc3ccccc3)ccc21 | 7 | 5 | -17 | 1 | 3
30 | CCOc1ccc(S(=O)(=O)Nc2nc3cc(OC)ccc3s2)cc1 | -2 | 11 | -12 | -16 | 2

cpd | NPY Y1 blocker | Runt-CBFb FRET | RBBP9 inh | NPY-Y2 PAM-ag
21 | 14 | -1 | -6 | -3
22 | 2 | 4 | 1 | 12
23 | 3 | -1 | 4 | -25
24 | -3 | 0 | 0 | -3
25 | 3 | 0 | 8 | 11
26 | -3 | -3 | -5 | 4
27 | 1 | -2 | -7 | 7
28 | -1 | 0 | -3 | 0
29 | 9 | 0 | -4 | 9
30 | 9 | 1 | -6 | -5

(listing goes on)
cpd | smiles | p97 ATPase inh | Hck-Nef inh | NPY1 pot ag | MDM2 E3 inh | Runt-SMMHC FRET
31 | CC(C)CCOC(=O)/C(=C/c1ccco1)NC(=O)/C=C/c1ccccc1 | 1 | 2 | -47 | -9 | -1
32 | Cc1ccc(NC(=O)CCCCCN2C(=O)c3ccccc3C2=O)nc1 | 4 | 1 | 9 | -7 | 2
33 | O=C1COc2ccc(C(=O)COC(=O)COc3ccccc3[N+](=O)[O-])cc2N1 | -10 | -10 | -5 | -8 | 1
34 | C=CCc1ccccc1OCC(=O)N/N=C/c1ccc(OC(C)=O)cc1OC(C)=O | 5 | 21 | -4 | 12 | 16
35 | Cc1cc(Nc2ccc3c(c2)OCCO3)c2cccc(C)c2n1 | -1 | 0 | -31 | 0 | -1
36 | N/C(=N\OC(=O)COc1ccccc1Cl)c1ccccn1 | 2 | 3 | 6 | -14 | 2
37 | COC(=O)C1(O)CC(CC(C)C)=NN1C(=O)c1ccccc1 (centres undefined) | 1 | 0 | -10 | -3 | 0
38 | COCCNC(=O)/C(C#N)=C/c1cc(C(C)C)c(OC)cc1C | 0 | -28 | 17 | 0 | -2
39 | Cc1cccc(OCC(=O)NC(=S)Nc2ccc(S(=O)(=O)NC3CCCCC3)cc2)c1 | 0 | 0 | -13 | -8 | 0
40 | CC(C)(C)c1ccc(C(=O)NCc2ccccc2)cc1 | -1 | 42 | -8 | 3 | 1

cpd | NPY Y1 blocker | Runt-CBFb FRET | RBBP9 inh | NPY-Y2 PAM-ag
31 | 21* | -3 | -7 | -19
32 | -1 | 1 | -5 | 4
33 | x | 1 | -7 | 12
34 | 1 | 3 | -1 | 10
35 | 11 | -1 | -5 | 2
36 | 4 | -1 | -4 | 17
37 | 2 | 1 | -6 | -7
38 | 2 | -2 | 1 | 4
39 | 0 | 2 | -6 | -3
40 | 6 | -1 | -12 | -15

Later entries
cpd | smiles | p97 ATPase inh | Hck-Nef inh | NPY1 pot ag | MDM2 E3 inh | Runt-SMMHC FRET
41 | CCOC(=O)COc1nc(C)cc(C(F)(F)F)c1C#N | 13 | -14 | 19 | -16 | -2
42 | CCOc1cccc(OCCOCCOc2ccccc2C(C)=O)c1 | -6 | -1 | -15 | -6 | 0
43 | O=C(COc1ccc(F)cc1)c1ccc2c(c1)CCCC2 | -12 | -1 | -54 | x | x
44 | CCOC(=O)NC(=O)/C(C#N)=N\Nc1ccc(Cl)cc1 | 3 | 1 | 11 | -13 | -1
45 | O=[N+]([O-])c1cc(S(=O)(=O)N2CCCCC2)ccc1NCCCN1CCOCC1 | -3 | 20 | 6 | -7 | -1
46 | COc1cccc(/C=N/NC(=O)C(C)Cn2cnc3ccccc32)c1 (centres undefined) | 4 | 15 | 37 | -8 | -1
47 | O=C(Nn1cnnc1)c1ccc(Cl)c([N+](=O)[O-])c1 | 4 | 5 | 17 | -5 | -3
48 | COCCn1c(SCC(=O)Nc2cccc(OC)c2)nc2c(oc3ccccc32)c1=O | 3 | 19 | -7 | -1 | -7
49 | COc1ccc(C(=O)Nc2nncs2)c(OC)c1 | 4 | 18 | -6 | -40 | 3
50 | COc1ccc(C(=O)N2CCC(C(=O)c3ccc(F)cc3)CC2)cc1 | 2 | 6 | 4 | x | 5

cpd | NPY Y1 blocker | Runt-CBFb FRET | RBBP9 inh | NPY-Y2 PAM-ag
41 | x | -1 | 4 | 9
42 | 9 | -2 | -2 | 6
43 | 13 | x | -9 | -34
44 | 1 | 1 | 4 | -11
45 | 1 | 0 | -4 | -3
46 | x | 0 | -4 | 1
47 | x | -1 | -1 | 6
48 | 5 | -3 | -10 | -7
49 | -1 | 1 | -2 | -8
50 | -1 | -2 | 2 | 11

Sorted by the number under Hck-Nef inh (ascending): three of the compounds above.
| item | SMILES | Hck-Nef inh |
| --- | --- | --- |
| 5 | CCOC(=O)c1nc(N)c(=O)n(-c2ccccc2)n1 | 1 |
| 20 | O=C(Nc1cc(S(=O)(=O)N2CCOCC2)ccc1N1CCOCC1)c1cnccn1 | 2 |
| 49 | COc1ccc(C(=O)Nc2nncs2)c(OC)c1 | 18 |
